# 3CLpro inhibitor – SARS-CoV 3CLpro protease inhibition; P0C6X7; recombinant SARS-CoV 3CLpro, quenched FRET peptide cleavage; inhibition, % at 6 µM; 290,000 compounds, 0.14% hits; AID 1706; in the data active = inhibition above about 12%
# SSB-PriA inh – K. pneumoniae PriA-SSBct interaction inhibition. inhibition, % at 33 µM. 430,000 compounds, 0.6% hits. AID 1272365. AlphaScreen SSBct-PriA binding, biotinylated peptide; in the data active = inhibition mostly above about 37%, no sharp cut-off; inactive = mostly below about 20%;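 note: plate controls were negative control peptide for no effect and reference peptide for full effect; strong numbers were not always called active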
# FBA Mtb inh – inhibitors of M. tuberculosis fructose-bisphosphate aldolase; purified M. tuberculosis FBA, fluorescence read-out; inhibition, % at 1 µM; 360,000 compounds, 2.3% hits; in the data active = inhibition above about 27%;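 note: 0% = vehicle and 100% = reference inhibitor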
# Target sequence (P9WQA3 whole entry, looked up): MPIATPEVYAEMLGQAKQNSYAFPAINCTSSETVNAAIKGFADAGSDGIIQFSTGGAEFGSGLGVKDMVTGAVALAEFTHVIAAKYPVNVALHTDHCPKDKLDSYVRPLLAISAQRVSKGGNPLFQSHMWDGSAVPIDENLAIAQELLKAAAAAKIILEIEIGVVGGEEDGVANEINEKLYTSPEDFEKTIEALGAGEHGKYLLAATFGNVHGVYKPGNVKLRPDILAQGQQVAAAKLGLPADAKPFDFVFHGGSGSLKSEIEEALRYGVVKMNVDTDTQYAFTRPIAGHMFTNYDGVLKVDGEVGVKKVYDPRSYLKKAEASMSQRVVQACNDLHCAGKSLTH
# Rv3671c protease – inhibitors of M. tuberculosis serine protease Rv3671c; P9WHR9; inhibition, % at 5.96 µM; 320,000 compounds, 0.048% hits; AID 2606; in the data active = inhibition above about 38%;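 note: extracellular domain of Rv3671c used as enzyme; 0% = enzyme with DMSO and 100% = no enzyme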
# Target sequence (P9WHR9 whole entry, looked up, the tested form may be a part): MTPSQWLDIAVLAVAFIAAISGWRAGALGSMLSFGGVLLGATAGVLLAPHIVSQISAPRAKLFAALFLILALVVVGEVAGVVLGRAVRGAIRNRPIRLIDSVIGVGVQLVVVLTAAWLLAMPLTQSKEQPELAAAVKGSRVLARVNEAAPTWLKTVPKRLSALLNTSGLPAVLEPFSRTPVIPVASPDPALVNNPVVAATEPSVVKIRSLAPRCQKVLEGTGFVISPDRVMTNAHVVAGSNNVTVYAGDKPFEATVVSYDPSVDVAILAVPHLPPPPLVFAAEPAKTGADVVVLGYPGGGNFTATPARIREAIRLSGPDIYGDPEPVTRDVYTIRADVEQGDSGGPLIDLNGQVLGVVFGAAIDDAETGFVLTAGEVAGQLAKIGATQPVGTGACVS
# GDH-TPI inh – counter-screen for M. tuberculosis FBA inhibitors: GDH-TPI coupled enzymes; GDH-TPI coupled enzyme counterscreen, NADH absorbance; inhibition, % at 4.8 µM; 360,000 compounds, 1.2% hits; AID 588335; in the data active = inhibition above about 30%;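 note: 0% = DMSO wells and 100% = wells lacking the enzyme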
# UGM FP inh – Mtb UDP-galactopyranose mutase inhibition | AID 504406 | inhibition, % at 10 µM | 320,000 compounds, 0.06% hits | purified UGM, fluorescence polarization probe displacement | P9WIQ1; in the data active = inhibition above about 10%, passing the limit was not always enough
# BH1578 lux ind – induces V. cholerae light production without autoinducers; V. cholerae BH1578 lux reporter, luminescence, 6 h; AID 588436; 350,000 compounds, 0.16% hits; activation, % at 18.7 µM; in the data active = activation mostly above about 9.7%, no sharp cut-off; note: not every result past the cut was called active; inactives centre near 0; reference of the scale not given here
# BioA inh – blocks M. tuberculosis BioA enzyme activity; inhibition, % at 9.99 µM; 360,000 compounds, 0.096% hits; AID 602481; purified M. tuberculosis BioA enzyme, plate reader; in the data active = inhibition above about 40%
# VHR inh abs – DUSP3 (human) phosphatase inhibition | P51452 | recombinant VHR phosphatase, pNPP absorbance | inhibition, % at 13.3 µM | 290,000 compounds, 0.52% hits; in the data active = inhibition above about 50%; note: some compounds called inactive have numbers as strong as hits
# Target sequence (P51452 whole entry, looked up): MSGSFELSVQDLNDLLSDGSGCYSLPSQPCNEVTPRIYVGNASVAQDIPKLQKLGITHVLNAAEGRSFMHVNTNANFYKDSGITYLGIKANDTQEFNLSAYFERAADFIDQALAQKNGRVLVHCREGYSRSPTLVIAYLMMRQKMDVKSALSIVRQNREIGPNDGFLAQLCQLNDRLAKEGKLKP
# MazF activator – activators of E. coli MazEF toxin-antitoxin RNase; P0AE70; FAM/BHQ RNA-DNA oligo cleavage fluorescence, 5 h; activation, % at 20 µM; 350,000 compounds, 0.32% hits; AID 504720; in the data active = activation above about 50%
# Target sequence (P0AE70 whole entry, looked up): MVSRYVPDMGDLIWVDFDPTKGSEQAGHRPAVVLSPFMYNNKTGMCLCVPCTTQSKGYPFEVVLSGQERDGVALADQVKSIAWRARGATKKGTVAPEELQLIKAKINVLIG
# * = called active by the depositor; i = inactive; / = not tested or not shown.
# Values in the order – 3CLpro inhibitor | SSB-PriA inh | FBA Mtb inh | Rv3671c protease | GDH-TPI inh | UGM FP inh | BH1578 lux ind | BioA inh | VHR inh abs | MazF activator
> COc1ccc(C(=O)NC2CC2)cc1OC1CCN(Cc2ccc(Cl)cc2)CC1
 : -3 | -9 | 6 | -4 | 3 | 0.7 | -5.0 | -1.6 | 30 | 3
> O=C(c1cccs1)N1CCc2c([nH]c3ccccc23)C1c1ccccn1 (centres undefined)
 : 0 | 7 | 34* | -1 | 7 | 0.8 | / | / | 10 | 3
> COc1ccc(CN(CC(=O)NCc2ccccc2)C(=O)CCC(=O)Nc2cc(C)ccn2)cc1
 : -5 | -13 | -5 | -10 | 4 | 3.4 | -0.4 | -1.5 | 52* | 1
> CN(C)C(=O)c1cc(Br)ccc1Cl
 : 0 | -11 | 1 | 4 | -1 | -2.1 | -0.4 | -1.5 | -18 | -2
> NC(=O)C1CCN(c2ncc(C(F)(F)F)cc2Cl)CC1
 : -3 | -9 | 1 | 0 | -3 | 0.2 | i | / | -1 | 3
> CC(C)n1cc(CNC(=O)C2CCC(=O)N(Cc3ccccc3F)C2)cn1 (centres undefined)
 : 2 | -17 | -1 | -2 | -3 | -1.7 | -1.7 | -0.6 | 27 | 0
> O=C1SCCc2c1n(Cc1ccccc1)c1ccccc21
 : 1 | -6 | -1 | 9 | 19 | 0.3 | i | -2.2 | -13 | 1
> C=CCn1c(O)c(C=Nc2ccc(Cc3ccncc3)cc2)c(=O)[nH]c1=S
 : 4 | -1 | -2 | -8 | 20 | 2.3 | -0.4 | -1.7 | 18 | -6
> Cc1cc(C)c(NC(=O)CSc2nc(=O)n3cc(C)ccc3n2)c(C)c1
 : / | -13 | 1 | 1 | 7 | 0.1 | -1.4 | / | / | 2
> CCOC(=O)C1=C(C)NC(C)=C(C(=O)OCC)C1C(=O)OCC(=O)NC1CCCCC1
 : / | -5 | 11 | 5 | 21 | 0.6 | 3.3 | -1.4 | / | 1
> O=C(CSc1nnc2n1CCCCC2)Nc1ccc(N2CCOCC2)cc1
 : 2 | -13 | 1 | 1 | 15 | 0.5 | -0.3 | 0.3 | -5 | 4
> Cc1nc2ccc(Br)cc2c(=O)n1-c1ccc([N+](=O)[O-])c(C(F)(F)F)c1
 : / | -1 | 2 | -4 | 4 | -0.9 | -0.3 | 1.6 | / | 10
> Cc1ccc(NC(=O)/C=C/c2ccco2)cc1S(=O)(=O)N1CCCCCC1
 : / | 6 | -3 | -25 | 8 | -1.5 | 0.6 | 0.5 | / | -5
> NS(=O)(=O)c1cccc(NC(=O)COC(=O)c2cc([N+](=O)[O-])ccc2N2CCCC2)c1
 : / | 1 | -7 | -11 | 15 | 2.7 | 5.5 | -1.0 | / | 3
> CCCOc1ccc(C2=CSC3=NCCN23)cc1
 : 2 | 13 | -1 | 3 | 1 | -0.5 | i | -1.2 | 0 | 12
> N#C/C(=C\c1ccc(O)cc1)C(=O)NCc1ccccc1
 : -2 | -2 | 0 | -18 | 22 | 2.5 | -0.1 | -0.4 | 11 | 0
> Cc1ccn(-c2cccc(-n3ccc(C)n3)n2)n1
 : -2 | -14 | 4 | -5 | -1 | 0.8 | -0.7 | / | 5 | 8
> O=C(COC(=O)c1cc(=O)[nH]c2ccccc12)NCc1ccccc1
 : / | -3 | 0 | -4 | 7 | 1.8 | i | 0.1 | / | 6
> Cc1cccc(N2CCN(C(=O)c3cc(S(=O)(=O)N(C)C)ccc3N3CCCC3)CC2)c1C
 : -1 | 8 | -4 | 0 | 6 | -0.1 | -0.2 | -0.4 | 26 | -1
> Cc1ccc(NC(=O)N2CCC(NC(=O)c3ccccc3C)CC2)cc1
 : -1 | -4 | 1 | 0 | -10 | -1.2 | -9.1 | 0.5 | 10 | 2
> CCn1ncc(Br)c1C(=O)Nc1ccccc1OC
 : 4 | -32 | 6 | 4 | -3 | 0.8 | 1.5 | / | 18 | 5
> Cc1cccc(NC(=O)c2ccc(COc3ccc(Cl)cc3Cl)o2)n1
 : 6 | -9 | -5 | -9 | 11 | -1.6 | i | -0.9 | 6 | -1
> CC(C)(C)N1CC(C(=O)Nc2ccc(C#N)cc2)CC1=O (centres undefined)
 : 1 | -8 | 3 | 1 | 9 | -1.7 | 0.3 | -0.9 | 1 | -20
> Cc1ccc(C(=O)N2CCN(S(=O)(=O)c3ccccc3)CC2)cc1
 : 4 | -10 | 2 | 13 | 3 | -0.1 | -0.6 | / | 19 | -2
> OC(c1cc(-c2cccc(Cl)c2)nc2ccccc12)C1CCCCN1 (centres undefined)
 : / | 11 | -2 | / | 11 | / | -3.2 | 12 | / | 26
> CCCCCSc1cc(OC)c(CCN(C)C)cc1OC
 : -4 | 17 | 0 | -3 | 4 | 0.2 | i | 1.1 | -19 | 9
> CC(OC(=O)CCOc1ccccc1)C(=O)NC1CC1 (centres undefined)
 : / | -1 | -1 | 7 | 7 | -2.4 | 0.7 | -0.3 | / | 7
> Cc1nnc(N2CCN(Cc3ccccc3)CC2)[nH]c1=O
 : 5 | -21 | 0 | -1 | 6 | 0.7 | i | 1.3 | 12 | -15
> CC(O)Cn1c(N2CCCC2)nc2c1c(=O)[nH]c(=O)n2C (centres undefined)
 : -1 | -5 | -2 | 3 | 10 | -0.2 | -4.1 | -2.9 | 4 | 1
> CN1C(=O)CC2(CC(=O)N(Cc3ccccc3)C2)C1=O (centres undefined)
 : -1 | -4 | 1 | 3 | -8 | 1.5 | 0.7 | -2.0 | 44 | 7

# Part of the list above in order of molar mass, lowest first:
# Values in the order – 3CLpro inhibitor | SSB-PriA inh | FBA Mtb inh | Rv3671c protease | GDH-TPI inh | UGM FP inh | BH1578 lux ind | BioA inh | VHR inh abs | MazF activator
> CC(OC(=O)CCOc1ccccc1)C(=O)NC1CC1 (centres undefined)
 : / | -1 | -1 | 7 | 7 | -2.4 | 0.7 | -0.3 | / | 7
> CC(O)Cn1c(N2CCCC2)nc2c1c(=O)[nH]c(=O)n2C (centres undefined)
 : -1 | -5 | -2 | 3 | 10 | -0.2 | -4.1 | -2.9 | 4 | 1
> Cc1ccc(NC(=O)/C=C/c2ccco2)cc1S(=O)(=O)N1CCCCCC1
 : / | 6 | -3 | -25 | 8 | -1.5 | 0.6 | 0.5 | / | -5

# Carrying on:
structure	3CLpro inhibitor	SSB-PriA inh	FBA Mtb inh	Rv3671c protease	GDH-TPI inh	UGM FP inh	BH1578 lux ind	BioA inh	VHR inh abs	MazF activator
CCN(CC(=O)Nc1ccc(NC(C)=O)cc1)C(=O)/C=C/c1c(C)nn(-c2ccc(F)cc2)c1Cl	/	2	-2	/	12	/	-0.5	2.6	/	-4
Nc1ccn([C@@H]2O[C@H](CNCc3cc(Cl)ccc3OCc3ccc(Cl)cc3)[C@@H](O)[C@H]2O)c(=O)n1	/	/	1	/	0	/	-0.4	4.3	/	11
CC(C)N(C(=O)c1nn(C)c2c1CSc1ccccc1-2)C1CCCCC1	5	-8	4	6	1	1.0	-0.3	-0.1	6	2
CC(=O)Nc1cc(-c2ccc(N)cc2)cn2c(-c3cccc(C(F)(F)F)c3)cnc12	/	/	-2	/	9	/	i	-1.4	/	/
CC(=NC1CCCCC1)C1=C(O)c2ccccc2C1=O	0	-18	4	7	13	-3.4	i	2.4	3	7
Cc1onc(-c2ccccc2)c1C(=O)Nc1c(C)n(C)n(-c2ccccc2)c1=O	-2	-1	-1	3	-6	-1.7	i	-2.4	5	1
C[C@]1(C(=O)O)C=C[C@@H](Cc2ccccc2)N1C(=O)c1ccccc1	0	7	6	-3	5	-0.3	-0.6	1.9	20	-14
COc1ccc(S(=O)(=O)NC(C)C(=O)NCc2cccnc2)cc1C (centres undefined)	/	-3	5	4	2	3.7	i	-1.3	/	-7
NC(=O)c1ccc[n+](CC(=O)c2ccc(Br)cc2)c1	-1	-10	0	-2	-3	-0.1	i	/	22	3
CCOC(=O)COc1cc(O)c2c(=O)cc(-c3ccccc3)oc2c1	-2	-7	5	6	7	0.0	-0.2	/	-14	12
O=C(Nc1ccccc1)c1ccc(-c2ccccc2C(F)(F)F)o1	0	-42	0	-11	5	4.2	-7.1	0.6	8	-8
c1cc2c(cc1Oc1nc(N3CCOCC3)nc(N3CCOCC3)n1)OCO2	3	-8	-3	5	3	-0.1	0.5	-2.8	26	3
CN1CCN(C(=O)c2ccc3c(c2)N(C)C(=O)/C(=C/c2cccc(Cl)c2)S3)CC1	8	-2	2	-7	9	0.2	-0.9	0.4	4	-6
COc1cc(NC(=O)CN2CCN(C(=O)C3CCCO3)CC2)c(OC)cc1Cl (centres undefined)	5	-3	-1	-6	5	2.8	-1.2	-0.6	8	4
Cc1nc2ccccc2n1C(=O)N1CCOCC1	-2	-5	-8	6	-4	-1.4	-0.3	-3.4	40	3
Cc1ccnc(SCc2cc(=O)c(OC(=O)c3ccccc3)co2)n1	3	-10	-1	2	-1	-1.1	i	/	20	-5
COc1cccc(C2CC(C(F)(F)F)n3nc(C(=O)Nc4c(C)n(C)n(-c5ccccc5)c4=O)cc3N2)c1 (centres undefined)	-1	-5	-3	1	6	0.2	-0.4	-0.8	22	-1
Cc1ccc(CNC(=O)COC(=O)c2ccc(Cl)c(N)c2)cc1	-5	-10	9	-12	3	/	1.4	3.5	8	-9
CC(=O)N(C)c1ccc(NCc2cc(=O)oc3cc(C)c(O)cc23)cc1	-7	-2	2	-9	4	1.7	i	0.4	7	5
COC(=O)c1sc(C(C)(C)C)cc1CS(=O)(=O)c1ccccn1	7	11	-5	3	13	-1.2	-1.3	/	5	-2
CCC1CCCCN1C(=O)CN1C(=O)CSC1=O (centres undefined)	4	-5	2	0	4	0.4	-3.7	1.8	3	1
C1CN(P2(N3CC3)=NP(N3CC3)(N3CC3)=NP(N3CC3)(N3CC3)=N2)CCO1 (centres undefined)	/	/	3	/	-2	/	i	/	/	2
Cc1nc2cc(S(=O)(=O)N(C)C)ccc2n1-c1ccccc1	0	-3	2	3	5	-0.6	i	8.5	-9	1
CC(C)(C)[C@@H]1COC(=O)[C@@H](NC(=O)OCC2c3ccccc3-c3ccccc32)C/C=C\C[C@@H](CC(=O)NCCO)C(=O)N1	/	-7	1	6	0	1.9	i	-0.7	/	-1
Cc1ccc(S(=O)(=O)/N=C(\Nc2cc(C)on2)c2ccc(Cl)cc2)cc1	0	/	0	-5	-4	-1.9	-6.2	-0.4	39	-6
Cc1ccccc1N/C(SCc1cccc(Br)c1)=C(/C#N)C(N)=O	0	12	-5	-3	9	0.6	-0.2	/	-7	-3
COc1ccccc1-c1nnc(SC(C)C(=O)Nc2ccc(C(N)=O)cc2)o1 (centres undefined)	/	-5	-1	1	6	2.2	i	/	/	0
COc1ccccc1C(=O)OCC(=O)NC12CC3CC(CC(C3)C1)C2	/	-13	2	/	4	/	-0.3	-1.5	/	-12
CN1c2ccccc2C(=O)C(=C2SCCCS2)S1(=O)=O	3	26	-1	2	6	0.8	i	/	29	6
O=[N+]([O-])c1ccccc1/C=N/Nc1nnc(-c2ccccc2)c(-c2ccccc2)n1	1	/	1	-12	5	-0.7	0.3	/	7	7

# Three compounds drawn at random from the list so far, as already listed:
structure	3CLpro inhibitor	SSB-PriA inh	FBA Mtb inh	Rv3671c protease	GDH-TPI inh	UGM FP inh	BH1578 lux ind	BioA inh	VHR inh abs	MazF activator
COc1ccccc1-c1nnc(SC(C)C(=O)Nc2ccc(C(N)=O)cc2)o1 (centres undefined)	/	-5	-1	1	6	2.2	i	/	/	0
O=[N+]([O-])c1ccccc1/C=N/Nc1nnc(-c2ccccc2)c(-c2ccccc2)n1	1	/	1	-12	5	-0.7	0.3	/	7	7
CC(C)(C)[C@@H]1COC(=O)[C@@H](NC(=O)OCC2c3ccccc3-c3ccccc32)C/C=C\C[C@@H](CC(=O)NCCO)C(=O)N1	/	-7	1	6	0	1.9	i	-0.7	/	-1

# Assay outcomes: PubChem BioAssay, several laboratories

# Only part of the results is shown. The share of hits here may be higher or lower than overall.
